# GLD-1 TGE inh – GLD-1-TGE RNA interaction inhibition (C. elegans) | Q17339 | purified GLD-1 + fluorescein TGE RNA, fluorescence polarization | inhibition, % at 5.96 µM | actives 0.44% (n = 320,000) | AID 2280;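 active = percent inhibition above a per-plate cutoff, the plate mean of test compounds plus 3 SD, cut at about 30% in these data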;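 note: 0% = DMSO wells with GLD-1 and probe and 100% = wells lacking GLD-1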
# MCL1-BIM inh – disrupts human MCL1 binding to BIM-BH3 peptide; actives 0.68% (n = 320,000); inhibition, % at 10.9 µM; GST-MCL1 / FITC-Bim-BH3 fluorescence polarization; AID 2057;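 active = inhibition above the mean inhibition of all tested compounds plus 3 SD, set per campaign, cut at about 40% in these data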;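 note: 0% = DMSO wells and 100% = unlabeled Bim-BH3 peptide control; higher means more loss of mP so more displacement of Bim peptide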
# VLA-4 inh – inhibition in a human VLA-4 binding assay. inhibition, % (about 7 µM as worked out from the volumes in the protocol). VLA-4 expressing cells, ligand binding flow cytometry. actives 0.2% (n = 330,000); in the data active = inhibition above about 50%
# MEX-5 binding – C. elegans MEX-5 TCR-2 RNA binding activity; Q9XUB2; MEX-5/FITC-TCR2 RNA binding, fluorescence polarization; stronger effect = lower value; activity score (negative = inhibition of binding), % at 10 µM; actives 0.38% (n = 300,000);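 active = inhibition past about -25% in most replicates, and total fluorescence under double the plate's negative control median, limit read from the data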;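 note: 0% = DMSO and -100% = 5 µM competing unlabeled TCR2 RNA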
# GRK2 inh – inhibitors of human GRK2 displacing RNA aptamer. bead flow cytometry, FAM-aptamer displacement from GRK2. inhibition of aptamer binding, % at 10 µM. actives 0.59% (n = 330,000). AID 488847. P25098;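 active = inhibition of aptamer binding above 40%, roughly 3 SD of noise, on plates passing a quality check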;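 note: median bead fluorescence of bound FAM aptamer so fluorescent compounds give negative values; no value below 0 was filed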
# Target sequence (P25098 whole entry, looked up): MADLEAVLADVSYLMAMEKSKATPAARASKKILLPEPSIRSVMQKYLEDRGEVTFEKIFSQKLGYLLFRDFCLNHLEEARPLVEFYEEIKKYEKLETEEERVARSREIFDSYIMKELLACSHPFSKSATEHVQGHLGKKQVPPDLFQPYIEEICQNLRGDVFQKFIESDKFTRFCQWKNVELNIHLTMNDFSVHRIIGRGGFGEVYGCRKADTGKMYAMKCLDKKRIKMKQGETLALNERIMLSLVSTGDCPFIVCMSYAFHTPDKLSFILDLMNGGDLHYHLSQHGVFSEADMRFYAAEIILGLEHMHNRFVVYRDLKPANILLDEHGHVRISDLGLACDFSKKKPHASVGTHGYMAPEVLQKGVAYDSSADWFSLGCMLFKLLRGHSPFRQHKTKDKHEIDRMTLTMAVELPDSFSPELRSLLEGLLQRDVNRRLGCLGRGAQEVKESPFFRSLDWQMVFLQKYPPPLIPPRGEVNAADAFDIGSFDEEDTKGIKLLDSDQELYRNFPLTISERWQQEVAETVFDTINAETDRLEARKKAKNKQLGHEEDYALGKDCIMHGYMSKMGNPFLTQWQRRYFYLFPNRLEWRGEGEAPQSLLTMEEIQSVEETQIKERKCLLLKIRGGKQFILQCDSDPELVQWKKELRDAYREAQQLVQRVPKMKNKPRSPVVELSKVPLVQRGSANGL
# Bcl-xL primary – blocks human Bcl-xL binding to Bim BH3 peptide; inhibition, % at 10.9 µM; actives 0.7% (n = 320,000); GST-Bcl-xL / FITC-Bim BH3 peptide fluorescence polarization;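 active = inhibition above the mean of all tested compounds plus 3 SD, cutoff set per campaign, cut at about 30% in these data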;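 note: 0% = DMSO wells and 100% = unlabeled Bim-BH3 peptide competitor; inhibitors lower millipolarization by displacing the labeled peptide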
# Fam108B counter – blocks mouse Fam108B hydrolase in RBBP9 counter-screen | inhibition, % at 9.51 µM | AID 1947 | actives 0.33% (n = 300,000) | recombinant Fam108B, FP-Rh probe fluorescence polarization;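 active = inhibition above the screen mean inhibition plus 3 SD, computed separately per campaign, cut at about 18% in these data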;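 note: inhibitors lower polarization as less probe binds the enzyme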
# Efflux pump mplx – inhibitors of Candida antifungal efflux pumps expressed in yeast | S. cerevisiae Candida pump triplex, Nile Red efflux | inhibition, % at 10 µM | actives 0.44% (n = 330,000) | AID 485275;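 active = plate passing quality check with inhibition over a set limit, or well fluorescence over plate mean plus 4 SD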;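 note: Nile Red retained in pooled yeast measured as flow cytometry median fluorescence; 0% = buffer negative control and 100% = Enniatin B positive control; higher means more Nile Red kept so more efflux inhibition; some compounds called inactive have numbers as strong as hits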
# PME-1 primary – blocks human protein phosphatase methylesterase 1; Q9Y570; recombinant PME-1, FP-Rh probe fluorescence polarization; inhibition, % at 5.9 µM; actives 0.53% (n = 320,000); AID 2130;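 active = inhibition above the campaign mean of all compounds plus 3 SD, cut at about 26% in these data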;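 note: competitive labeling of PME-1 active site by serine hydrolase directed probe; 0% = PME-1 with DMSO and 100% = wells lacking PME-1 enzyme; inhibitors block probe labeling so polarization falls and inhibition rises; many of its hits are not listed in these tables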
# Target sequence (Q9Y570 whole entry, looked up): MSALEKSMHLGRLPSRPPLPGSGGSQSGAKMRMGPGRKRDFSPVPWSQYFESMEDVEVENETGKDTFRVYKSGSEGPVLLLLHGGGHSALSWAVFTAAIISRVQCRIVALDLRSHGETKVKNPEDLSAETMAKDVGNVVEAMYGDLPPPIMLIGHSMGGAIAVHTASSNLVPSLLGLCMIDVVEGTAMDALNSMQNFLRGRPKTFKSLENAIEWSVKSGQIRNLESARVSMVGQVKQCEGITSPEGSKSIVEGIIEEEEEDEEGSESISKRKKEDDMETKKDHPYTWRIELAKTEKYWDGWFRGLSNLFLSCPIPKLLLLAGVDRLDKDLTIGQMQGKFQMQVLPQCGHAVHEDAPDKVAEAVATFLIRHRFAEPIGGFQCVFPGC
# * hit, by the source's call; · = no result given. The list is partial (hit frequency here may not be typical).
SMILES,GLD-1 TGE inh,MCL1-BIM inh,VLA-4 inh,MEX-5 binding,GRK2 inh,Bcl-xL primary,Fam108B counter,Efflux pump mplx,PME-1 primary
CCOC(=O)C1=C(COC(=O)c2ccc([N+](=O)[O-])o2)NC(=O)NC1C (stereo not given),4,-21,-8,·,6,-13,·,0.2,5
CSc1ncccc1C(=O)OCC(=O)N(CC(C)C)C1CCS(=O)(=O)C1 (stereo not given),6,-5,-2,-0.3,0,-5,1,0.0,-4
Cn1cc(CCC(=O)NCc2ccc(Cl)cc2)c2ccccc21,-3,53*,2,2.9,1,1,-2,-0.1,3
CCOC(=O)N1CCC(NC(=O)c2cc(S(=O)(=O)N(CC)CC)ccc2F)CC1,0,1,-9,-2.9,1,0,-4,-0.1,-6
CCCCNC(=O)Nc1c(C(=O)OCC)[nH]c2ccccc12,7,1,0,-0.7,0,-1,-2,-0.1,2
O=C1/C(=C/c2ccc(O)cc2)SC(=S)N1CC1CCCO1 (stereo not given),-81,-16,-59,30,1,0,-32,0.1,-75
Cc1c(C)n(CCc2ccccc2)c2ncnc(NCCCO)c12,-2,1,23,1.4,0,0,-5,0.0,-1
O=C(CCCN1C(=O)C2C3C=CC(C3)C2C1=O)N1CCN(c2ccccc2)CC1 (stereo not given),5,9,12,0.3,3,6,1,0.1,4
COc1ccc(CC(=O)NC(c2ccccc2)c2ccc(C)cc2)c(OC)c1 (stereo not given),2,0,10,0.3,1,3,0,0.5,0
O=C(NCc1cccnc1)C(=O)NCC1OCCCN1S(=O)(=O)c1ccc(F)cc1 (stereo not given),-1,5,8,1.2,2,2,1,0.2,0
CCc1cc2c(=O)c(-c3nc4ccccc4n3C)c(C)oc2c(CN2CCOCC2)c1O,9,5,-5,0.9,2,3,-2,0.0,-7
CC(=O)Nc1ccc(NC(=O)Nc2ccc3c(c2)N(C)C(=O)CS3)cc1,-4,0,7,-1.2,0,7,4,0.1,22
c1cncc(CNc2ncnc3sccc23)c1,-8,1,-6,1.9,1,4,1,0.0,-1
O=C(Nn1cnnc1)c1cc([N+](=O)[O-])cc([N+](=O)[O-])c1,2,5,-2,-6.2,1,1,-4,0.0,-2
Cn1c(NCCO)nc2c1c(=O)n(Cc1cccc(Cl)c1)c(=O)n2C,1,6,8,-4.0,0,4,4,-0.3,-5
CCCNC(=O)c1ccc2snnc2c1,3,2,27,1.7,0,5,-2,-0.1,-6
CCOC(=O)NN=C1CN(S(=O)(=O)c2ccc(C)cc2)C1,4,1,-2,0.1,1,-1,0,-0.1,1
C#CCOCCOCCOCCNc1nc(N2CCN(C(=O)[C@H](CCC(=O)O)n3cc(C(N)CO)nn3)CC2)nc(N2CCN(C(=O)[C@H](Cc3ccc(O)cc3)n3cc(C(N)[C@H](C)CC)nn3)CC2)n1 (stereo not given in full),3,-5,9,-5.6,2,0,0,0.2,-3
Cc1ccc(-n2cc(CN(C)Cc3ncc[nH]3)c(-c3cccc(C)c3)n2)cc1,-4,2,8,0.9,0,0,7,0.2,-3
COc1ccc(NC(=O)CSc2ccc(C)cc2)cc1,-4,1,-5,1.1,1,4,0,0.0,-4
N=c1n(Cc2ccc(Cl)cc2)c2ccccc2n1CC(O)COc1ccccc1 (stereo not given),1,1,9,-1.3,1,0,-1,0.0,-6
CCCCOc1ccc(C(=O)Nc2ccc(OCC(=O)N3CCOCC3)cc2)cc1,9,-1,2,-0.9,0,0,2,-0.1,4
CCCCC(=O)Nc1cc(C(=O)NCCc2ccccc2)ccc1Cl,0,6,-6,1.8,28,5,1,0.0,1
CC(=O)c1c(N2CCN(CCO)CC2)nc(=S)n(-c2ccccc2)c1C,8,39,-1,-2.5,0,30,1,-0.2,4
N#CC1=C(N)Oc2cc(O)ccc2C1c1cccnc1 (stereo not given),-1,13,9,-3.9,4,17,2,0.6,4
CCc1ccccc1NC(=O)c1cc(C2CC2)on1,-1,-2,11,-1.0,0,-1,2,0.2,-1
Cc1nc(CS(=O)(=O)c2ccc(Cl)cc2)cc(Sc2ccc(Cl)cc2)n1,0,-10,-1,-3.5,1,6,-1,0.2,-5
Cc1cc(C(=O)NCc2ccccc2Cl)c2ccccc2n1,10,-8,-15,2.6,0,-1,-2,-0.1,-9
Cn1c2ccccc2c2cnn(CC(=O)O)c(=O)c21,-1,-1,-32,-1.5,6,4,1,0.0,-12
CCc1ccc(OCc2n[nH]c(=S)n2C(C)CCCC(C)C)cc1 (stereo not given),6,0,7,1.1,4,-8,-2,0.0,7
CCN(C(=O)C(C)Sc1ccc(S(=O)(=O)N2CCOCC2)cn1)c1ccccc1 (stereo not given),5,2,-20,·,0,5,·,0.3,5
CSc1cccc(NC(=S)N2CCC(N(C)C3CCCCC3C)CC2)c1 (stereo not given),3,7,5,-2.6,0,4,5,0.3,-2
O=C(Nc1ccccc1)c1cnc[nH]1,2,0,4,·,4,-2,-2,0.0,-1
COc1ccc(NC(C)=O)cc1NS(=O)(=O)c1ccc2c(c1)OCCO2,3,4,5,·,0,6,·,0.0,-1
CC(C)C(NC(=O)C1CCCCC1)C(=O)Nc1ccncc1 (stereo not given),-1,1,0,-1.0,0,6,-1,-0.3,0
O=C(N/N=C/c1ccc([N+](=O)[O-])o1)c1ccccc1NS(=O)(=O)c1cccs1,-3,21,-2,-3.7,1,17,4,0.3,7
Cc1ccc(/C=C2/SC(=S)N(CCC(=O)N3CCN(C)CC3)C2=O)cc1,-6,13,9,-3.8,2,5,0,-0.1,3
CC(NC(=O)CSc1nc2ccccc2c(=O)n1CCCO)c1ccccc1 (stereo not given),10,-2,-9,-0.3,1,-5,-1,0.1,2
Cc1n[nH]c(=O)c2ccccc12,3,10,4,1.9,0,3,-2,-0.1,-1
CC(=O)c1cccc(NC(=O)N2CCC(NC(=O)c3ccco3)CC2)c1,-5,5,0,0.2,0,5,2,0.0,-2
CN(Cc1ccc(F)cc1)C(=O)c1ccc(NS(=O)(=O)c2ccccc2)cc1,2,4,2,-0.2,2,3,0,-0.1,0
CCC(=O)OC1(C)C(=O)C=C2C=C(c3ccc(C#N)cc3)OC=C2C1=O (stereo not given),14,31,-16,-3.6,1,19,-1,-0.2,1
CCOc1ccccc1NC(=O)CSc1nnc(-c2cccnc2)o1,-2,3,3,0.5,3,-4,-2,0.2,2
c1ccc(-c2noc(-c3ccc4c(c3)OCO4)n2)nc1,3,7,7,0.0,26,8,-4,-0.1,8
COc1ccc(CC(=O)N(Cc2cc3cc(OC)ccc3[nH]c2=O)C(C)C)cc1,8,7,12,0.6,6,1,5,0.1,1
NNc1nnc(-c2ccccc2)c(-c2ccccc2)n1,-4,5,6,-0.7,4,3,16,-0.1,4
COc1ccc(CCNC(=O)Cc2cccs2)cc1,0,9,33,-0.4,1,6,-5,0.1,-9
Brc1cc(Br)c2nc3c(cc2c1)CCC3,-10,-8,-25,6.6,1,-1,-1,-0.3,0
O=C(NCc1ccncc1)C1CCC(=O)N(CCc2ccc(Cl)cc2)C1 (stereo not given),5,-1,14,0.8,0,4,2,0.0,2
O=C(NCC(c1ccco1)N1CCCCC1)c1cccc(NS(=O)(=O)c2ccc(Br)cc2)c1 (stereo not given),-2,0,-5,3.5,0,3,-8,0.0,-2
# Following part
SMILES,GLD-1 TGE inh,MCL1-BIM inh,VLA-4 inh,MEX-5 binding,GRK2 inh,Bcl-xL primary,Fam108B counter,Efflux pump mplx,PME-1 primary
O=C(C1CCN(c2nnc(-n3cccc3)s2)CC1)N1CCN(Cc2ccc3c(c2)OCO3)CC1,-3,4,-2,2.1,0,2,1,-0.1,-2
O=S1(=O)CCN2C(c3ccco3)=CSC2=N1,5,6,-17,-2.4,0,7,2,0.1,5
Cc1oc(-c2cccc(Cl)c2)nc1CN1CCCC(C(=O)NC(C)c2ccc3c(c2)OCCO3)C1 (stereo not given),3,2,-5,0.7,0,-1,0,0.6,-6
COc1ccc(CCNC(=O)CC2SC(=NCCc3ccccc3)NC2=O)cc1 (stereo not given),-6,-7,1,1.1,2,-1,1,0.1,2
COc1ccc(NCC(=O)Nc2cccc(C(F)(F)F)c2)cc1S(=O)(=O)N1CCOCC1,3,·,-5,·,0,·,·,-0.1,·
CCCN1CCN(CCCNC(=O)c2cc3c(s2)-c2c(C)cccc2OC3)CC1,7,6,5,1.3,0,5,1,-0.1,-7
COc1ccc(C(=O)C2CCCN(Cc3cccn3-c3ccc(Cl)cn3)C2)c(OC)c1 (stereo not given),-8,6,9,1.1,0,6,-2,0.1,-1
CCOC(=O)c1cnc2c([N+](=O)[O-])cnn2c1C,4,-1,-1,0.2,0,-5,0,-0.1,-6
C/C(=N\NC(N)=S)c1ccncc1,16,5,30,2.0,1,1,-1,-0.2,-7
Cc1ccccc1-c1noc(C(C)NC(=O)c2ccco2)n1 (stereo not given),0,-2,8,-0.8,0,0,1,-0.1,0
CCC1CCc2c(sc3nc(SCC(=O)NCc4ccco4)n(-c4ccccc4)c(=O)c23)C1 (stereo not given),-2,9,7,-0.3,3,8,-17,0.1,-3
CCOc1cccc(/C=N/NS(=O)(=O)c2ccc(C)c([N+](=O)[O-])c2)c1O,3,5,12,-6.4,0,3,1,-0.1,1
Cc1occc1C(=O)n1cnc2ccccc21,5,9,14,-0.8,0,10,2,0.1,-2
O=c1c2oc3nc4c(cc3c2ncn1CCCc1ccccc1)CCCC4,-1,8,17,-0.1,0,5,1,0.0,-4
O=C(c1cccc([N+](=O)[O-])c1)c1ccc2c(c1)OCCOCCOCCO2,4,1,13,4.1,·,-2,-1,-0.1,2
CCOC(=O)c1[nH]ncc1CN1CCc2ccc(NC(=O)C3CCCO3)cc2C1 (stereo not given),1,7,16,3.4,0,4,2,-0.4,3
N#Cc1ccccc1S(=O)(=O)N1CCN(C(=O)Cc2coc3cc(O)ccc23)CC1,1,4,6,·,0,7,·,-0.2,0
COc1ccc2c(c1)c(C(C)=O)c(C)n2-c1ccccc1OC,2,-3,-3,2.4,0,-1,-2,0.4,0
CCCCn1c(CCC(=O)O)ccc1-c1cccs1,-8,-2,8,-1.3,0,3,3,0.1,1
CN(CC(=O)O)Cc1nc2ccccc2[nH]1,1,5,-1,1.1,0,1,-2,-0.1,2
Nc1c(Cl)ncnc1N/N=C/c1cccnc1,7,5,-12,-5.0,1,3,5,-0.1,1
CC1(c2ccccc2)NC(=O)N(CC(=O)Nc2ccc([N+](=O)[O-])cc2)C1=O (stereo not given),4,-9,12,1.1,2,-7,6,0.2,-3
CCN(Cc1cnn(C)c1)C(=O)c1cc(COc2ccc3c(c2)CCCC3)on1,9,3,22,2.7,0,1,0,-0.9,3
CN1CCC2(CC1)N=C(c1ccc(F)cc1)C(=S)N2C(=O)c1ccccc1,5,6,-8,0.5,0,10,-3,-0.3,2
O=C(C1CC1)N1CCc2cc(Br)cc(S(=O)(=O)NC3CCCCC3)c21,1,8,1,·,4,4,4,0.1,7

# An excerpt from above, limited to MCL1-BIM inh and Bcl-xL primary:
compound,MCL1-BIM inh,Bcl-xL primary
CC1(c2ccccc2)NC(=O)N(CC(=O)Nc2ccc([N+](=O)[O-])cc2)C1=O (stereo not given),-9,-7
CCN(Cc1cnn(C)c1)C(=O)c1cc(COc2ccc3c(c2)CCCC3)on1,3,1
CN1CCC2(CC1)N=C(c1ccc(F)cc1)C(=S)N2C(=O)c1ccccc1,6,10

# Assay outcomes deposited in PubChem by several laboratories.
